Compound activity (PubChem BioAssay)
RBX1-CUL1 inh: human ROC1-CUL1 E3 ligase inhibition | inhibition, % at 10 µM | in vitro K48 di-Ub FRET, acceptor:donor ratio, 45 min | actives 0.6% (n = 140,000) | AID 1347404; in the data active means inhibition above about 25%
Target sequence (P62877 whole entry, looked up): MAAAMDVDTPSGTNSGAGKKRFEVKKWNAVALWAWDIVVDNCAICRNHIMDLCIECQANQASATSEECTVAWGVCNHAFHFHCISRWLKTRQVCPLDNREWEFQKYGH
Target sequence (Q13616 whole entry, looked up): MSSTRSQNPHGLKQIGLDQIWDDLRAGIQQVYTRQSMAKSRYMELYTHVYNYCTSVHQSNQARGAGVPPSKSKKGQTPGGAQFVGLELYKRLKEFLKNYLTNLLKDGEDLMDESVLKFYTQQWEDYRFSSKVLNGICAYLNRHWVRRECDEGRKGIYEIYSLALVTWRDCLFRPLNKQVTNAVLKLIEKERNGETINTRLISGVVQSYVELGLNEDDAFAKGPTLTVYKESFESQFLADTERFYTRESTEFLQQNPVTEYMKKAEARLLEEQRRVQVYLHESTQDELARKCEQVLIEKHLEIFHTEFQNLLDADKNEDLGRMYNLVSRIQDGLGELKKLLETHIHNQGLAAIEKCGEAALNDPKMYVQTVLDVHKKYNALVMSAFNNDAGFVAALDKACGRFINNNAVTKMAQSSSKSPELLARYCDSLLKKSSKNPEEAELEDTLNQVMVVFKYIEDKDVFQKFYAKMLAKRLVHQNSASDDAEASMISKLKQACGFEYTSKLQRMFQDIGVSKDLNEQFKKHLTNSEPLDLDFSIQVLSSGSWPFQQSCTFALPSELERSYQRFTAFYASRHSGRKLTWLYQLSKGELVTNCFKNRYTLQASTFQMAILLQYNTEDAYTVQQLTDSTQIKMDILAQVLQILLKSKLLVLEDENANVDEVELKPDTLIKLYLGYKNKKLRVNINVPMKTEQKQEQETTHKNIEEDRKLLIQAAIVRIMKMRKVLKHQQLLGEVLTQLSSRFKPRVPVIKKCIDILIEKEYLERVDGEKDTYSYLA
* hit, by the source's call. The list is partial (hit frequency here may not be typical).

SMILES	RBX1-CUL1 inh
OCc1sc2ccccc2c1Cl	3
Cc1ccc(Nc2cc(C)nc3c(C)cc(C)c(N)c23)c(C)c1	-13
COc1cc(NS(=O)(=O)c2ccc(-c3cc(C)no3)cc2)cc(OC)c1	-3
COc1cccc(-c2ccc3c(N)c(C(=O)Nc4ccc(C)c(Br)c4)sc3n2)c1	-13
COc1ccc(C2CC(c3c(-c4ccccc4)c4cc(C)ccc4[nH]c3=O)=NN2C(=O)CCC(=O)O)cc1 (configuration not stated)	5
Cc1ccc(NC(=O)CN(C)S(=O)(=O)c2ccc3c(c2)n(C)c(=O)c(=O)n3C)cc1C	5
O=C(Nc1cccc(Br)c1)Nc1nc2c(s1)CCCCCC2	-9
CCc1ccc(OCC(=O)N/N=C/c2ccc3ccccc3c2)c([N+](=O)[O-])c1	0
Cc1nonc1C(=O)N1CCC2(CCCN(Cc3ccc(F)c(F)c3)C2)C1 (configuration not stated)	13
O=C(c1ccc(N2CCOCC2)cc1)N1CCN(c2ccccc2F)CC1	5
Cc1ccc(Nc2nc3c(s2)CCCC3)cc1C	0
Cc1oc(-c2cc3c(cc2Cl)OCO3)nc1CN(C)Cc1nc(-c2cccnc2)no1	-1
CCOc1cccc(C(=O)N2CCN(C)CC2)c1	5
CC1CCN(S(=O)(=O)c2ccc3nc(-c4cccnc4)cc(C(=O)NCCCOC(C)C)c3c2)CC1	-3
COc1cc2c(cc1OC)CN(S(=O)(=O)c1ccc(Oc3ccccc3OC)cc1)CC2	5
N#Cc1ccccc1NC(=O)c1cc2c(=O)n3ccccc3nc2s1	-6
CC(=O)N=C1C(=O)Nc2ccccc2C1O (configuration not stated)	-1
Cc1nccn1CCCNC(=O)C1(N2CCCCC2)Cc2ccccc2C1	1
Cc1ccc(-c2n[nH]c(=O)c3c2CCCC3)cc1	-10
COCCNC(=O)c1ccccc1NC(=O)c1ccccc1N(C)S(C)(=O)=O	-3
COc1cc(OC)c(C2SCCCS2)cc1OC	0
COc1ccccc1NC(=O)CSc1nc2scc(-c3ccc(C)o3)c2c(=O)n1-c1ccccc1	6
Clc1ccccc1Cn1c(C2CCCO2)nc2ccccc21 (configuration not stated)	3
CC(=O)O[C@@H]1O[C@H](CC(=O)Oc2ccccc2)[C@@H](OC(=O)c2ccccc2)[C@H]1OC(=O)c1ccccc1	6
CC1(C)Cc2c(C#N)c(SCC(=O)O)nc(N3CCOCC3)c2CO1	-4
O=C1CCC(CCC(=O)N2CCCC2c2ccc(F)cc2)(Cc2ccc3ccccc3c2)N1 (configuration not stated)	-7
CCOC(=O)C1(CCOC)CCN(Cc2cc(CC(C)C)n[nH]2)CC1	21
Cc1cccc(N=C2NC(=O)/C(=C\c3ccccc3F)S2)c1C	13
CCn1c2ccccc2c2cccc([N+](=O)[O-])c21	7
COc1cccc(CNC(=O)Cn2nc3c(cc2=O)CCCC3)c1OC	-2

Pulled by compound from the entries so far, 5 records:
SMILES	RBX1-CUL1 inh
Clc1ccccc1Cn1c(C2CCCO2)nc2ccccc21 (configuration not stated)	3
COc1cccc(-c2ccc3c(N)c(C(=O)Nc4ccc(C)c(Br)c4)sc3n2)c1	-13
Cc1ccc(NC(=O)CN(C)S(=O)(=O)c2ccc3c(c2)n(C)c(=O)c(=O)n3C)cc1C	5
CC(=O)N=C1C(=O)Nc2ccccc2C1O (configuration not stated)	-1
Cc1ccc(Nc2nc3c(s2)CCCC3)cc1C	0

The list continues.
SMILES	RBX1-CUL1 inh
CC(=O)NCCc1ccc(S(=O)(=O)Nc2ccc3c(c2)OCCO3)cc1	7
CCOc1ccc(-n2c(Cc3ccccc3)nnc2SCc2nc(-c3ccccc3OC)no2)cc1	11
Cc1ccc(C2=CC(c3ccc(C)cc3)=NC2=Nc2[nH]c(-c3ccc(C)cc3)cc2-c2ccc(C)cc2)cc1	6
OCC#Cc1ccc(CN2CC[C@@H](N3CCN(c4ccccc4F)CC3)[C@H](O)C2)s1	4
Cc1cc(C)c(NC(=O)c2cccc(Cl)c2)c(C)c1	-5
CCOc1ccccc1NC(=O)C1CC1	-7
O=C(O)COc1ccc(/C=N/n2c(COc3ccccc3)nc3ccccc3c2=O)cc1	6
O=C(NCCc1ccccc1)c1ccc(CN2CCCCC2)cc1	-3
COc1ccccc1CCNC(=O)Cc1ccc(N2CCC(NCc3cccc(F)c3)CC2)cc1	1
CCCN1CCC(NC(=O)c2ccc(Cl)s2)CC1	4
CCc1c(-c2ccccc2)n(C2CCCCC2)c2nc3c(c(=O)n(C)c(=O)n3C)n12	2
C/C(=N/N1CCN(Cc2ccccc2Cl)CC1)c1ccc(Br)cc1	6
O=C(O)COc1ccc(OC(F)(F)F)cc1	11
COc1ccc(F)cc1S(=O)(=O)N1CCC(C(=O)O)CC1	-4
COc1ccc(OC)c(Cc2nnc(CCC(=O)N3CCC(N4CCCCC4)CC3)o2)c1	-1

Brought forward from above: 4 entries, followed by the next part.
SMILES	RBX1-CUL1 inh
C/C(=N/N1CCN(Cc2ccccc2Cl)CC1)c1ccc(Br)cc1	6
O=C(O)COc1ccc(OC(F)(F)F)cc1	11
COc1ccc(F)cc1S(=O)(=O)N1CCC(C(=O)O)CC1	-4
COc1ccc(OC)c(Cc2nnc(CCC(=O)N3CCC(N4CCCCC4)CC3)o2)c1	-1
COc1ccc(CNC(=O)Cc2csc3ccccc23)cc1OC	-14
COc1ccccc1CNC(=O)CSc1ncc2c(n1)-c1ccccc1N(Cc1ccc(C)cc1)S2(=O)=O	-7
CC(C)CCC1(C2CCN(C(=O)c3cc(C(C)C)on3)CC2)NC(=O)N(Cc2ccccn2)C1=O (configuration not stated)	-4
COc1ccc(NC(=O)CCS(=O)(=O)c2cc(Br)cc3c2N(C(C)=O)CC3)c(OC)c1	-6
O=C(NCc1nc2ccccc2c(=O)[nH]1)Nc1nncs1	-1
CCc1ccc(-c2cc(C(F)(F)F)n3nc(C(=O)Nc4ccc(Cn5nc(C)cc5C)cc4)cc3n2)s1	-8
COc1cccc(-c2cc(C(F)(F)F)n3ncc(C(=O)N(Cc4ccccc4)Cc4ccccc4)c3n2)c1	-9
CC(=O)NCCC(=O)NCc1cccnc1N1CCN(c2ccccc2C)CC1	-2
COC(=O)CCC(=O)N(C)CC1CCCN(CCc2ccc(OC)cc2)C1 (configuration not stated)	3
Cc1ccc(OCC(=O)N2CCOc3ccc(CN4CCN(Cc5ccccn5)CC4)cc3C2)cc1	9
CCOC(=O)C1CCN(C(=O)Cn2ncc3c4ccccc4n(Cc4ccccc4F)c3c2=O)CC1	-1
CC(=O)N1CCN(c2ccc(NC(=O)c3ccc(Cl)cc3)cc2Cl)CC1	-1
COc1cc(/C=N/N(CCC#N)C2NS(=O)(=O)C3CCCCC23)ccc1O (configuration not stated)	-3
COc1cc(CN2CCNC(=O)C2)ccc1OCC(O)CN1CCCCCCC1 (configuration not stated)	-1
CC(=O)c1nc2ccccc2n1CC(=O)Nc1ccn(Cc2ccccc2)n1	10

Nothing new here: entries from further up.
SMILES	RBX1-CUL1 inh
COc1cc(/C=N/N(CCC#N)C2NS(=O)(=O)C3CCCCC23)ccc1O (configuration not stated)	-3
COc1cc(CN2CCNC(=O)C2)ccc1OCC(O)CN1CCCCCCC1 (configuration not stated)	-1
CC(=O)c1nc2ccccc2n1CC(=O)Nc1ccn(Cc2ccccc2)n1	10

Copied from the list.
Under RBX1-CUL1 inh, `Cc1ccc(OCC(=O)N2CCOc3ccc(CN4CCN(Cc5ccccn5)CC4)cc3C2)cc1` reads 9
Under RBX1-CUL1 inh, `COC(=O)CCC(=O)N(C)CC1CCCN(CCc2ccc(OC)cc2)C1` (configuration not stated) reads 3
Under RBX1-CUL1 inh, `COc1cccc(-c2cc(C(F)(F)F)n3ncc(C(=O)N(Cc4ccccc4)Cc4ccccc4)c3n2)c1` reads -9
Under RBX1-CUL1 inh, `CC(=O)NCCC(=O)NCc1cccnc1N1CCN(c2ccccc2C)CC1` reads -2
Under RBX1-CUL1 inh, `O=C(NCc1nc2ccccc2c(=O)[nH]1)Nc1nncs1` reads -1

More records:
SMILES	RBX1-CUL1 inh
Cc1oc(-c2ccc(C(=O)NCc3ccc(F)cc3)cc2)nc1CS(=O)c1ccccc1 (configuration not stated)	-5
N#Cc1c2n(c3c(=O)n(Cc4ccc(Cl)cc4)cnc13)CCCCC2	2
Cn1c(Sc2ncnc3c2nnn3C)cc(=O)n(C)c1=O	-9
COc1cccc(C2c3c(oc4ccc(C)cc4c3=O)C(=O)N2CCCN2CCOCC2)c1OC (configuration not stated)	-5
CCCN1CCCc2cc(CN(CCCN3CCOCC3)C(=O)Nc3ccc(OCC)cc3)ccc21	4
COC(=O)c1c(S(=O)(=O)N2CCCC2)sc2c1CCN(C(=O)C(=O)c1ccccc1)C2	3
CN1CCN(C(=O)c2cnn(-c3cccc(F)c3)c2C2CCN(C(=O)OC(C)(C)C)CC2)CC1	-4
COc1ccc(C(=O)CC2(O)C(=O)Nc3c(C)cccc32)c(OC)c1OC (configuration not stated)	9
Cc1ccccc1NC(=O)c1cc(C(=O)Nc2ccccc2C)cc(N2C(=O)c3ccccc3C2=O)c1	4
Nc1nnc(CSCc2ccc(F)cc2)s1	6
COC(=O)c1ccccc1-n1c(C)cc(CC2=NC(=O)NC2=O)c1C	2
CCOC(=O)c1sc2nc(SC)nc3c2c1NCN3c1ccc(OC)c(OC)c1	-2
CCOc1ccc2c(c1)n(N)c(=O)c(=S)n2S(=O)(=O)c1ccc(Cl)c(Cl)c1	9
Cc1nc2[nH]c(=O)[nH]c(=O)c2s1	8
COc1ccc2nc(SCC(=O)Nc3ccc(C)cc3C)[nH]c2c1	-1
CSc1ccccc1N1C(=O)CN(C(=O)Cc2ccc3c(c2)OCO3)CC1C (configuration not stated)	-4
C[N+]1(C2CCCCC2)Cc2ccccc2C1	12
N#CC1C(=N)N(c2cc(C(F)(F)F)ccc2Cl)C2=C(C(=O)CCC2)C1c1cccc([N+](=O)[O-])c1 (configuration not stated)	-9
Cc1ccc2c(c1)-c1nc(-c3ccc4c(c3)NC(=O)CO4)cc(-c3ccc(Cl)cc3)c1CO2	-1
O=C1S/C(=C/c2ccc3c(c2)OCO3)C(=O)N1CNc1ccccc1F	-11
CCCCC(=O)Nc1c(C)cccc1C(=O)O	-2
c1ccc2c(c1)CC(OC1Cc3ccccc3Sc3ccccc31)c1ccccc1S2 (configuration not stated)	-3
CCCNC(=O)c1nnn(-c2ccc(OC)cc2)c1C	11
Cc1ccccc1NCC(O)Cn1c2ccc(I)cc2c2cc(I)ccc21 (configuration not stated)	-3
CC1CN(Cc2ccccc2)c2nc3c(c(=O)n(C)c(=O)n3C)n2C1 (configuration not stated)	0
COc1ccc(NC(=O)c2oc3ccccc3c2NC(=O)COc2ccc(C(C)C)cc2)c(OC)c1	-4
CCOC(=O)C1CCN(CCOC2Cc3cc(C)ccc3Sc3ccccc32)CC1 (configuration not stated)	-6
Cc1cc(C)c(S(=O)(=O)N2CCN(S(=O)(=O)N3CCOCC3)CC2)c(C)c1	2
Cc1c(C(C)NCc2cccc3cnccc23)cnn1-c1ccc(F)cc1F (configuration not stated)	-5
N#Cc1ccccc1CSc1nnc(-c2ccc(Br)cc2)o1	-5
CC(=O)c1coc2ccc3ccccc3c2c1=O	6
Cc1c(CC(=O)NCc2cccnc2)c2c(n1Cc1ccccc1)CCCC2=O	-4
CN1CCN(C(=O)CCN2C(=O)c3cccc4cccc(c34)C2=O)CC1	7
Cc1ccc(C(=O)NC(=S)Nc2nc(C)cc(C)n2)c(Cl)c1	2
CN1CCC(OC(=O)COc2ccc(C(C)(C)C)cc2)CC1	8
COC(=O)C(NC(=O)c1ccccc1F)(Nc1ncccc1C)C(F)(F)F (configuration not stated)	-3
COC(=O)c1ccc(NC(=O)c2sc3nc4cc(C)ccc4cc3c2N)cc1	6
C=CCn1c(SCc2ccc(Cl)c(Cl)c2)nc2scc(-c3ccc(OC)c(OC)c3)c2c1=O	4
COc1cccc(-c2nc3n(c(=O)c2C#N)C(=N)C(C#N)S3)c1 (configuration not stated)	4
CCC(CC)C(=O)Nc1cccc(F)c1	3
O=C(CCCCCN1C(=O)/C(=C/c2ccc3c(c2)OCO3)SC1=S)Nc1ccccc1	0
COc1ccc(CNC(=O)CN(c2ccc(C)cc2)S(=O)(=O)c2c(C)n[nH]c2C)cc1	6
COc1ccc2nc(NC(=O)CSc3nnc4c5cc(Br)ccc5n(C)c4n3)sc2c1	0
CC(C)CCNc1nc2c(S(=O)(=O)c3ccc(Br)cc3)nnn2c2ccsc12	-4
O=C(CSc1nnc(-c2ccccc2)n1-c1ccccc1)Nc1cccc2ccccc12	6
C=CCN1C(=O)/C(=C/c2ccc(OC)cc2)SC1=NS(=O)(=O)c1ccccc1	3
CC(C)CNc1ncnc2ccccc12	4
Cc1cc(C(=O)Nc2ccc(Cl)c(C(F)(F)F)c2)no1	6
COc1ccc(C(=O)OCC(=O)c2ccc(OC(=O)c3ccccc3)cc2)cc1	6
O=C(Nc1ccc(N2CCC(NC(CCn3ccnc3)c3ccccc3)CC2)cc1)C1CCCC1 (configuration not stated)	5
Cn1c2ccccc2c2nnc(N/N=C/c3ccc(I)o3)nc21	-5
CCOc1ccccc1NS(=O)(=O)c1ccc2[nH]c3c(c2c1)CCCCC3	1
O=C(CCSCCC(=O)Nc1ccccc1F)Nc1ccccc1F	10
N#Cc1nc(-c2ccc(COc3ccc(Cl)cc3)o2)oc1N1CCN(c2ccccc2)CC1	0
CC(C)CC(=O)NC(=S)Nc1cc(-c2nc3ccccc3s2)ccc1Cl	-5
CCOC(=O)c1cc(Cl)ccc1Nc1cccc(Cl)c1	1
C#CCNC(=O)C(C)Sc1ccc(Cl)cc1 (configuration not stated)	-13
CCN1CCSc2ccc(C(=O)NCc3ccc(OC)cc3)cc21	-10
CCC(C)c1ccccc1NC(=O)Nc1ccc(Cl)cc1 (configuration not stated)	-3
CCN1CCN(CCCNC(=O)Cn2c(-c3cccs3)cc3cc(F)ccc32)CC1	6
(more compounds)
SMILES	RBX1-CUL1 inh
CCC(=O)Nc1ccc(C(=O)O)cc1C	4
Cc1cc(OCC(=O)Nc2cccc(Cl)c2)ccc1C(C)C	16
O=C(CCC1CCCCC1)Nc1ccc2c(c1)C(=O)N(c1ccccc1)C2=O	5
NC(=O)c1ccc2[nH]c3c(c2c1)CCCC3	0
O=C1N/C(=N/N=C/c2cccc([N+](=O)[O-])c2)SC1Cc1ccc([N+](=O)[O-])cc1 (configuration not stated)	4
CCOC(=O)c1ccc(NC(=O)CN(Cc2ccc(C)cc2)S(=O)(=O)c2ccc(C)cc2)cc1	3
Cc1cccc(NC(=O)c2ccc(C(=O)Nc3cccc(C)c3C)cc2)c1C	-2
